Screens as filed in PubChem BioAssay.
Gli-Sufu antag – Gli-Sufu pathway antagonism; Sufu-KO-LIGHT fibroblasts, Gli luciferase reporter luminescence; inhibition, % at 5 µM; hit rate 0.74% among 340,000;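 active = inhibition above about 55%, limit read from the data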;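 also: 0% = DMSO-treated cells and 100% = wells with medium but no cells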
EBI2 antag – EBI2 (human) antagonism; EBI2 beta-arrestin recruitment, luminescence, 7a,25-OHC stimulated; inhibition, % at 5 µM; P32249; hit rate 0.81% among 360,000; in the data active = inhibition above about 38%;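 also: enzyme fragment complementation signal reports receptor beta-arrestin coupling in cells; 0% = agonist plus DMSO wells and 100% = wells without agonist; some results beyond the cut were filed as inactive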
Target sequence (P32249 whole entry, looked up, the tested form may be a part): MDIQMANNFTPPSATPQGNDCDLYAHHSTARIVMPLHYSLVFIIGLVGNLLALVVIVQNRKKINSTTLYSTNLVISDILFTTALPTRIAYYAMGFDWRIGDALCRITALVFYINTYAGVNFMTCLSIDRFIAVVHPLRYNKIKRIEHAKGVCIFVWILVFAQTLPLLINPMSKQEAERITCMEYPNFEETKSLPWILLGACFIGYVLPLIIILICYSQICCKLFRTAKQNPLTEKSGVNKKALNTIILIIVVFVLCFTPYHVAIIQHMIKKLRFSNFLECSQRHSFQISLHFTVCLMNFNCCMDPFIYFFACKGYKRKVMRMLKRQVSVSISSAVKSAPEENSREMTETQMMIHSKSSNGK
Jurkat NFkB inh – inhibitors of the PMA/ionomycin-induced NF-kB reporter in Jurkat cells; PMA/ionomycin-induced NF-kB luciferase reporter, luminescence; inhibition, % at 4 µM; hit rate 0.53% among 330,000; in the data active = inhibition above about 50%
UBC13 polyUb – inhibitors of human UBC13 polyubiquitin chain formation | TR-FRET | inhibition, % at 20 µM | AID 485273 | hit rate 0.47% among 330,000; in the data active = inhibition above about 45%, passing the limit was not always enough
Target sequence (P61088 whole entry, looked up): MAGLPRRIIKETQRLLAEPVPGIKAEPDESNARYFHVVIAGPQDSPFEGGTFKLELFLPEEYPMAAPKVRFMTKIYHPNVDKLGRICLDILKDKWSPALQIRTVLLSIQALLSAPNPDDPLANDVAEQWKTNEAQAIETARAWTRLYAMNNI
697 NFkB inh – inhibitors of the PMA/ionomycin-induced NF-kB reporter in 697 B cells. 697 B-cell NF-kB luciferase reporter, 16 h. inhibition, % at 4 µM. hit rate 0.33% among 330,000; in the data active = inhibition above about 35%
APJ antag – blocks the human apelin receptor APJ | AID 2521 | inhibition, % at 20 µM | CHO-K1 APJ beta-arrestin complementation, luminescence | hit rate 0.32% among 330,000;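 active = inhibition above about 40% at 20 µM, limit read from the data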;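 also: cells challenged with 10 nM apelin-13 agonist together with compound; plate controls were apelin-13 plus DMSO wells for no effect and DMSO wells lacking apelin-13 for full effect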
CCR6 antag – blocks CCL20-driven beta-arrestin recruitment at human CCR6; P51684; CHO-K1 CCR6 PathHunter beta-arrestin, luminescence, CCL20-stimulated; inhibition, % at 20 µM; hit rate 0.49% among 340,000;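 active = compounds whose inhibition of the agonist-driven luminescence signal at 20 µM reaches about 50%, limit read from the data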;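 also: cells stimulated with CCL20 at 14 nM final; plate controls were DMSO with CCL20 for no effect and DMSO without agonist for full effect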
Target sequence (P51684 whole entry, looked up): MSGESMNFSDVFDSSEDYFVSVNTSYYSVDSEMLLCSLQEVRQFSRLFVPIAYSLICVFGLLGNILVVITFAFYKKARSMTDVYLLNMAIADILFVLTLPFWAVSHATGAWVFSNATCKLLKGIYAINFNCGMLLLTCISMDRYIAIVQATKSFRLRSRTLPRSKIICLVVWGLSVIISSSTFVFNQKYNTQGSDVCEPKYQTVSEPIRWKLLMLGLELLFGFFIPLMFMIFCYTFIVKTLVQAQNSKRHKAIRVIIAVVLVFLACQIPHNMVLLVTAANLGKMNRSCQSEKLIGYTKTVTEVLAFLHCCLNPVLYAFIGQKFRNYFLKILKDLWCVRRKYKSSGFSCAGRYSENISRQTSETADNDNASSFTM
CXCR6 inh – blocks human CXCR6 beta-arrestin recruitment | inhibition, % at 20 µM | hit rate 0.36% among 360,000 | CHO-K1 PathHunter CXCR6 beta-arrestin, luminescence | AID 602244; in the data active = inhibition above about 34%, passing the limit was not always enough;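 also: antagonist mode with CXCL16 agonist at 10 nM final; 0% = 10 nM CXCL16 with DMSO and 100% = unstimulated wells without agonist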
Starred values were filed as active, the others as inactive; nt = not tested or not shown.

mol | Gli-Sufu antag | EBI2 antag | Jurkat NFkB inh | UBC13 polyUb | 697 NFkB inh | APJ antag | CCR6 antag | CXCR6 inh
CN1C(=O)/C(=C/c2cn(CC(=O)N3CCCCC3)c3ccccc23)NC1=S | 11 | 34 | 8 | -62 | -10 | 9 | 14 | -4
CCOc1cc(C(=S)N2CCOCC2)cc(Br)c1OS(=O)(=O)c1ccccc1 | 13 | 21 | -13 | 1 | -10 | 15 | 16 | -1
CCCCNC(=O)NS(=O)(=O)c1ccc(C(=O)OC)o1 | 5 | -4 | -1 | -8 | 5 | 13 | -9 | 4
CCCOc1cc(C)c(Cl)cc1S(=O)(=O)N(CC)CC | 3 | 8 | 11 | 7 | 23 | 22 | 11 | -8
CN(C)c1ccc(C(=O)NCC(c2cccs2)N2CCOCC2)cc1 (centres undefined) | -44 | -14 | -13 | -2 | -7 | -5 | 2 | 6
O=c1[nH]nc(CNc2ccc(O)cc2)c2ccccc12 | 12 | 17 | 4 | -1 | 19 | -12 | -24 | 2
CCCc1cc(C(=O)Nc2sc(C(C)=O)c(C)c2C(=O)OCC)no1 | 5 | 7 | -12 | -2 | -14 | 11 | 16 | 4
O=C(O)c1ccccc1CC(CCc1ccccc1)C(=O)O (centres undefined) | 13 | 7 | nt | nt | nt | nt | 17 | 13
CC(=O)c1cccc(NC(=O)CN2C(=O)C3C4C=CC(C4)C3C2=O)c1 (centres undefined) | 3 | -9 | 3 | 0 | -16 | 10 | 3 | 1
CCOC(=O)c1cnc(-n2nc(C)cc2C)nc1NC | -22 | 3 | -15 | -10 | -23 | -4 | 6 | -1
O=C(COc1ccc(NC(=O)c2ccccc2[N+](=O)[O-])cc1)c1ccc(F)cc1 | -9 | 14 | 3 | 4 | -4 | 4 | 16 | -2
COc1ccc(N/C=C(\C#N)S(=O)(=O)c2ccc(OC)cc2)cc1 | 4 | -2 | 3 | -8 | 2 | -15 | 9 | 0
Cc1cccc(CNc2ccc(C(CC(N)=O)NC(=O)c3ccccc3)cc2[N+](=O)[O-])c1 (centres undefined) | -16 | 5 | 6 | -34 | -4 | 22 | 36 | 8
OCCOCCNc1ncnc2c1cnn2-c1ccccc1 | -84 | -12 | -41 | -5 | -44 | 7 | -9 | -6
CN(C)CCN(Cc1ccco1)S(=O)(=O)c1csc(C(N)=O)c1 | 4 | -7 | -2 | -2 | 2 | -14 | 9 | -3
CC(=O)Nc1ccc(NC(=O)c2ccccc2F)cc1 | -34 | -3 | -21 | 5 | -23 | -9 | 2 | 8
COc1cc(OC)cc(C(=O)N2CCN(c3ccc(N4CCOCC4)nn3)CC2)c1 | -9 | 6 | 10 | 11 | -3 | -56 | -5 | 0
NCCNC(=O)c1ncsc1-c1cccc(F)c1 | 17 | 4 | 9 | -17 | -1 | 17 | 15 | 10
CCNC(=O)C1CC(=O)N(Cc2ccc(F)cc2)C(=Nc2ccc(OC)cc2)S1 (centres undefined) | -2 | 10 | 1 | 9 | 19 | -2 | 6 | 10
CSc1ccccc1OCc1cc(C(=O)NC2CCc3ccccc32)no1 (centres undefined) | -10 | 16 | 8 | -3 | -13 | -18 | -2 | -4
COc1ccccc1/C=C\C(=O)NCC(=O)N/N=C/c1ccc(O)cc1O | 7 | 4 | 18 | 6 | 18 | 2 | 9 | 0
CCS(=O)(=O)N1CCN(S(=O)(=O)c2ccc(F)cc2)CC1 | 7 | -6 | -2 | -2 | 4 | 10 | 4 | -8
O=[N+]([O-])c1cccc(-n2nnnc2CN2CCCC2)c1 | -4 | -11 | 7 | 8 | 25 | -19 | 6 | 1
Cc1ccc(CNC(=O)CCC2CCCN(Cc3cccc4ncccc34)C2)o1 (centres undefined) | 21 | -5 | 15 | -1 | -1 | 11 | -6 | 5
CCCNC(=O)C1CCN(S(=O)(=O)c2ccc3[nH]c(=O)ccc3c2)CC1 | 7 | -4 | -6 | -6 | 4 | 3 | -4 | -5
CCOC(=O)N1CCC(NCCNC(=O)c2ccc(F)c(F)c2)CC1 | 14 | 2 | 20 | 9 | 19 | 0 | 4 | -7
COc1ccccc1/C=C/C1C(C(=O)OCC(C)C)=C(C)N=C2SCCC(=O)N21 (centres undefined) | 0 | 0 | 3 | -2 | 6 | -2 | 9 | 13
O=C(Nc1ccc2c(c1)OCO2)N1CCC(CO)(CC2CCCCO2)CC1 (centres undefined) | -36 | 12 | -12 | -5 | 24 | -18 | 1 | 12
CCC(C(=O)NCC1CCCO1)n1nc(C)c2sc3ccccc3c2c1=O (centres undefined) | 3 | 6 | 10 | 3 | -13 | 8 | 8 | -4
COC(=O)c1cc(NC(=O)c2ccc(C)cc2)c(=O)oc1C | -23 | 0 | -5 | -5 | -14 | 1 | 11 | 2
O=C(CCc1ccccc1)NNC(=O)c1ccc(Cl)cc1 | 18 | 5 | 8 | -1 | 6 | 18 | -1 | 6
Cc1cccc(NC(=O)CSc2nc(-c3ccccc3)c(C#N)c(=O)[nH]2)c1C | 9 | 4 | 13 | 20 | 7 | 2 | 8 | 6
COc1ccc(C)cc1NC(=O)C1CCCN(S(=O)(=O)c2ccc3c(c2)CCCN3C(C)=O)C1 (centres undefined) | -1 | 7 | 2 | 8 | 8 | -18 | 16 | 0
O=C(CSc1nnc2ccccn12)Nc1ccc2c(c1)OCO2 | -8 | 6 | 11 | 5 | 8 | 14 | -7 | 5
COC(=O)C1=C(C)N(c2ccc(S(N)(=O)=O)cc2)C(=O)C1 | -3 | -6 | -4 | 1 | 12 | 15 | 14 | -8
COc1ccc(Br)cc1S(=O)(=O)N1CCCC1 | -24 | -7 | -15 | -6 | -5 | -5 | -11 | 6
Cc1cccc(NC(=S)NC2CCCC2)c1 | -4 | -12 | -14 | 6 | -4 | 3 | 3 | -3
c1cncc(CNc2ncnc3ccc(-c4cccnc4)cc23)c1 | -4 | 6 | 0 | 7 | 16 | 13 | 2 | -9
O=C(CCN1C(=O)/C(=C/c2ccccc2)SC1=S)NCCCN1CCOCC1 | 1 | -7 | -16 | -10 | -22 | 7 | -5 | -7
N#C/C(=N\Nc1ccccc1)C(N)=S | 13 | -15 | 10 | 0 | -19 | 22 | 15 | 12
N#CCC(=N)N1CCN(c2ccc(Cl)cc2)CC1 | -4 | -2 | 3 | 3 | 14 | -11 | 14 | -6
COc1cc(OC)c2c(N)c(C#N)c(C(F)(F)C(F)(F)F)nc2c1 | 11 | 7 | -5 | 16 | -12 | -6 | -1 | 2
CCOC(=O)c1ccc(S(=O)(=O)N2CCC(C(=O)NCc3ccccc3OC)CC2)cc1 | 0 | -4 | 7 | 7 | 9 | 11 | 8 | -8
CC(C)CN1CCN(Cc2cnc(N3CCOCC3)s2)CC1CCO (centres undefined) | 3 | -1 | -9 | -5 | 1 | 10 | 1 | -4
COc1ccc(OC)c(/C=C2\SC(=S)N(NS(=O)(=O)c3ccccc3)C2=O)c1 | 1 | 0 | 0 | -24 | 5 | 12 | 18 | 5
O=C(NCc1n[nH]c(=S)n1Cc1ccccc1)c1ccccc1 | 4 | -1 | 2 | 7 | 0 | -17 | -12 | -1
COC(=O)C1CC(=O)N(c2ccc(OCc3ccccc3Cl)cc2)C1 (centres undefined) | 25 | -6 | 9 | -4 | 14 | -1 | -9 | 0
O=C1c2ccccc2C(=O)C1C1=Nc2ccccc2NC(c2ccccc2)C1 (centres undefined) | nt | nt | -7 | -8 | 3 | 17 | nt | nt
Clc1ccc(/C=N/Nc2nnc(-c3ncc[nH]3)c3ccccc23)cc1 | -39 | 12 | -45 | -42 | -6 | -2 | 11 | 3
Cc1cc(C)n(CC(=O)N/N=C/c2ccccn2)n1 | -1 | -13 | -6 | -23 | -43 | -1 | 3 | 0
Cc1ccc(-n2c(-c3ccccc3)c[n+]3c2CCc2ccccc2-3)c(C)c1 | 87* | 1 | 33 | -1 | 49* | 26 | 13 | -8
COc1cccc(/C=N/NC(=O)c2cccc(N3CCCC3=O)c2)c1 | -114 | -10 | -31 | 2 | -56 | -15 | 4 | -4
C=CCSc1cc(C)nc2c(-c3ccccc3)c(C)nn12 | -6 | 12 | 9 | 4 | -40 | 10 | 18 | 14
CCCCn1c(=O)c(CCC(=O)OCC(=O)Nc2ccc(F)c(Cl)c2)nc2ccccc21 | -12 | -5 | -1 | 16 | -21 | -8 | 20 | 10
CCOc1ccc(NC(=S)NN2CCN(C)CC2)cc1 | -7 | -4 | 1 | 14 | 12 | 6 | -1 | -1
Cc1ccc(CCSCC(=O)O)cn1 | 0 | -7 | -10 | -4 | -13 | 4 | 2 | 2
Cc1cc2n(c1)CCn1c(C)ccc1-2 | nt | nt | 0 | 2 | 13 | -13 | nt | nt
CC(=O)c1cccc(NC(=O)C23CC4CC(C2)CC(n2cncn2)(C4)C3)c1 | 10 | 1 | 1 | -13 | -7 | -26 | -9 | -2
Cc1ccc(N2CC(C(=O)NCc3n[nH]c(=O)c4ccccc34)CC2=O)cc1 (centres undefined) | -2 | -4 | 1 | 0 | 10 | 2 | -9 | 5
O=C(NCCOc1ccccc1F)C1CC(=O)N(c2ccc3c(c2)OCCO3)C1 (centres undefined) | 4 | -9 | 3 | 5 | 0 | 11 | -8 | 1

(list continues)
mol | Gli-Sufu antag | EBI2 antag | Jurkat NFkB inh | UBC13 polyUb | 697 NFkB inh | APJ antag | CCR6 antag | CXCR6 inh
O=C(CSc1nnc(-c2cccnc2)n1-c1ccccc1)Nc1ccc2c(c1)OCO2 | 3 | -2 | 7 | 2 | 25 | 8 | 20 | -1
Cc1nc2c(-c3ccc(F)cc3)c(C)nn2c(C)c1CCC(=O)N1CCN(c2ccccc2)CC1 | nt | -2 | 6 | 8 | -3 | 10 | 6 | 3
C/C(CC(=O)Nc1cccc2c1CCCC2)=N\NC=O | -7 | -1 | 5 | -7 | 2 | 4 | 14 | -2
CCOC(=O)C(=O)Nc1ccccc1C(=O)Nc1ccc(OC)cc1 | 31 | -1 | -4 | -10 | 12 | 2 | 5 | -2
COc1cccc(C(=O)Nc2cccc(SC)c2)c1 | -28 | 7 | -91 | 7 | -42 | -7 | -3 | 2
O=C(CNc1cccc(S(=O)(=O)N2CCOCC2)c1)N1CCc2ccccc21 | -12 | 1 | -12 | 5 | 13 | 5 | 11 | -8
COC(=O)CSc1nnc(-c2cccnc2)n1-c1cc(OC)cc(OC)c1 | 0 | -10 | 5 | -7 | 2 | 13 | -7 | -1
O=C(CNS(=O)(=O)c1ccccc1)OCC(=O)c1c[nH]c2ccccc12 | 4 | 1 | 8 | 0 | -9 | 2 | -4 | -7
Cc1sc2nc(C(C)C)nc(SCC(=O)N3CCN(C(=O)c4ccco4)CC3)c2c1C | 9 | 1 | -5 | 2 | -27 | 10 | 8 | 0
O=S(=O)(Nc1cccc(-c2ccc(N3CCCCCC3)nn2)c1)c1ccccc1F | -25 | -11 | -41 | -6 | -61 | 10 | 7 | 2
C/C(=N\Nc1cccc(C(=O)O)c1)c1cc2ccccc2o1 | -12 | 8 | 1 | -13 | -70 | 12 | 5 | 0
CN(C)c1ccc(NC(=O)c2ccncc2)c2ccccc12 | 5 | -9 | -6 | -11 | -9 | -12 | -23 | -2
CCC(CC)C(=O)OCC(=O)C1(O)CCC2C3CCC4=CC(=O)CCC4(C)C3C(O)CC21C (centres undefined) | 13 | 9 | nt | nt | nt | nt | -7 | -5

One compound at a time (already shown):
O=C(CSc1nnc(-c2cccnc2)n1-c1ccccc1)Nc1ccc2c(c1)OCO2 is listed as Gli-Sufu antag: 3; EBI2 antag: -2; Jurkat NFkB inh: 7; UBC13 polyUb: 2; 697 NFkB inh: 25; APJ antag: 8; CCR6 antag: 20; CXCR6 inh: -1
Cc1nc2c(-c3ccc(F)cc3)c(C)nn2c(C)c1CCC(=O)N1CCN(c2ccccc2)CC1 is listed as Gli-Sufu antag: nt; EBI2 antag: -2; Jurkat NFkB inh: 6; UBC13 polyUb: 8; 697 NFkB inh: -3; APJ antag: 10; CCR6 antag: 6; CXCR6 inh: 3
